# HER2 expr 66K: lowers expression of human Her2 kinase; P04626; SKBR-3 HER2 protein level, AlphaScreen, 18-24 h; active compounds read low; HER2 level % of control, % at 10 µM; hit rate 0.69% among 65,000;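 active = HER2 level under 5% of the carrier-only control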;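 also: 100% = DMSO carrier and 0% = 500 nM PU-H71 HSP90 inhibitor; lower value means stronger loss of Her2 protein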
# Cdc25B inh: inhibitors of human Cdc25B phosphatase | P30305 | recombinant Cdc25B, OMFP fluorescence Ex485/Em525 | inhibition, %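 (compounds tested at 10 µM final in the well)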 | hit rate 0.1% among 65,000 | AID 368; in the data active = inhibition above about 50%
# FXIIa mix inh: factor XIIa (human) inhibition, mixture screen; P00748; inhibition, % at 5 µM; AID 684; hit rate 0.2% among 62,000; purified FXIIa, fluorogenic substrate, pooled mixtures; in the data active = inhibition above about 20%, passing the limit was not always enough;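 also: 0% = enzyme without compound and 100% = no enzyme blank; some results filed as inactive read as strong as hits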
# Target sequence (P00748 20-372 limits assumed): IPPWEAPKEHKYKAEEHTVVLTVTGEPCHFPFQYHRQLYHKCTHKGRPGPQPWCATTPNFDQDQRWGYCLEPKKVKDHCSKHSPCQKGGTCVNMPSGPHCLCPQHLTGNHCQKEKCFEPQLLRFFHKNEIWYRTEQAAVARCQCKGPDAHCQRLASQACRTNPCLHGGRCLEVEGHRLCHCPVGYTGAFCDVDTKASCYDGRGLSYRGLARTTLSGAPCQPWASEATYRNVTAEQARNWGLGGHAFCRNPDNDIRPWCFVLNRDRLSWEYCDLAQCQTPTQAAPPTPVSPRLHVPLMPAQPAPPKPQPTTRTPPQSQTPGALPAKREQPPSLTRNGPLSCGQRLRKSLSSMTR
# Target sequence (P00748 373-615 limits assumed): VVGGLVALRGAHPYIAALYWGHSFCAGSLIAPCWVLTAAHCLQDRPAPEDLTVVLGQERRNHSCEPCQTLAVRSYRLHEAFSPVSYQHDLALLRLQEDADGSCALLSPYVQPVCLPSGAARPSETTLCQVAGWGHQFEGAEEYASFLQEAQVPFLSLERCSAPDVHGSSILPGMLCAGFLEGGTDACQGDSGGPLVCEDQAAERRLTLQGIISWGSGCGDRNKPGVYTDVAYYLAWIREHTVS
# DUSP1 inh: blocks human MKP-1 phosphatase activity; inhibition, %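 (compounds tested at a single concentration somewhere between 10 and 100 µM)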; hit rate 0.15% among 65,000; P28562; recombinant MKP-1, OMFP hydrolysis fluorescence;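 active = inhibition above about 50%, limit read from the data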;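 also: 0% = DMSO max control wells and 100% = wells with enzyme stopped by NaOH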
# Hsp90 inh: displaces geldanamycin probe from tumor Hsp90 | P07900 | NCI-N417 lysate Hsp90, Cy3B-geldanamycin FP displacement | inhibition, % at 30 µM | hit rate 0.35% among 64,000;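 active = inhibition above 50%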;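 also: 0% = tracer plus lysate wells and 100% = tracer alone without lysate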
# D1 allo mod: allosteric modulators of human D1 dopamine receptor. P21728. HEK293 D1, CRE-luciferase, dopamine EC30 potentiation; actives deviate in either direction. B-score at 10 µM. hit rate 5.9% among 58,000;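 active = luminescence count or its row- and column-corrected plate score outside the 99.7% band of the plate's sample wells, on either side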
# SF1 activator: activators of human nuclear receptor SF-1; CHO-K1 Gal4-SF-1 LBD luciferase reporter; % increase over DMSO SF-1-specific signal; activation, % at 10 µM; hit rate 1.9% among 65,000; AID 522;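 active = activation above the mean activation of all tested compounds plus 3 SD, cut at about 50% in these data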
#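 Material: Transient Gal4-SF-1 LBD reporter, CHO-K1 | Input: 4,000 cells/well | Dosing: One dose, 10 µM compound, 1% DMSO | Incubation: 20 h compound treatment, 37 °C | Detection: SteadyLite luciferase luminescence | Evaluation: Percent activation relative to DMSO median and mock-transfected background | Benchmarks: DMSO-treated SF-1-transfected cells as negative, DMSO-treated mock-transfected cells lacking SF-1 as background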
# RORA act: activates the human nuclear receptor RORA. activation, % at 10 µM. P35398. hit rate 1.5% among 65,000. CHO-K1 Gal4-RORA LBD luciferase reporter, luminescence; percent increase over mock-subtracted basal signal;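 active = activation above the mean of all tested compounds plus 3 SD, cut at about 49% in these data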;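 also: 0% = DMSO-treated RORA cells and 100% = added signal equal to DMSO minus mock-transfected cells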
# TNAP act mid DEA: activators of human TNAP at intermediate phosphate acceptor; purified TNAP, CDP-star luminescence, 100 mM DEA, 30 min; active compounds read high; scale: 0 levamisole-inhibited, 1 vehicle-only enzyme; activation factor at 20 µM; 64,000 tested, under 10 active; P05186;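 active = activation factor of at least 2 at 20 µM, relative to controls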
# Target sequence (P05186 whole entry, looked up): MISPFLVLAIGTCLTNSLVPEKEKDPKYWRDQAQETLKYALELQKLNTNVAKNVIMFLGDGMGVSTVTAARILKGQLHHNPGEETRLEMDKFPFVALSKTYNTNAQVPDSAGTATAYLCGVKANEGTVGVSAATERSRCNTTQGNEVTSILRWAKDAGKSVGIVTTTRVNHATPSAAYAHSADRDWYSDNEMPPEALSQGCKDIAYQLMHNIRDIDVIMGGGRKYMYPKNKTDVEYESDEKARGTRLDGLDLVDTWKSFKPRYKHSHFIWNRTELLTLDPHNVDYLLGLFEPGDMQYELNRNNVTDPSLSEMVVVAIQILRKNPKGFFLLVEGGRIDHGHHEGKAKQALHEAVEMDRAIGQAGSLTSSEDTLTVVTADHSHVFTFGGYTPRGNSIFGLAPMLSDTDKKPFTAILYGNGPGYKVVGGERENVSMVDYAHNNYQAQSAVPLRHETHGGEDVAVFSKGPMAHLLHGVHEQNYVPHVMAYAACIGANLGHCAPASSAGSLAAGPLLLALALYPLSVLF
# Starred values were filed as active, the others as inactive; . = no result given.
# Below each compound – HER2 expr 66K, Cdc25B inh, FXIIa mix inh, DUSP1 inh, Hsp90 inh, D1 allo mod, SF1 activator, RORA act, TNAP act mid DEA
COc1cc(CCC(=O)Nc2cc(Cl)ccc2N2CCN(C)CC2)cc(OC)c1OC
 : 92.8, -1.3, -1.0, 29.6, -3.5, 0.00959, -5.4, 21.7, 0.9
CC(C(=O)NCC1(c2ccccc2)CCCC1)N1CCCC1 (configuration not stated)
 : 75.0, -16.8, 8.2, -3.0, -0.2, 0.868, -6.8, -5.4, 1
Cn1c(=O)c2c(nc(CN3CCN(Cc4ccccc4)CC3)n2Cc2cccc(Cl)c2)n(C)c1=O
 : 75.7, -31.4, 6.3, 8.2, -2.9, -0.698, 1.2, 13.9, 0.8
O=C1OC(N2CCN(C/C=C/c3ccccc3)CC2)c2ccccc21 (configuration not stated)
 : 81.6, -10.8, ., -14.2, 1.0, ., -4.6, -3.6, 0.9
CCn1c(=O)cc(N2CCC3(CC2)OCCO3)[nH]c1=O
 : 97.5, -40.3, 37.4, -2.3, 0.5, 0.476, 25.5, 3.4, 0.9
COc1ccc(C2C3=C(CC(C)(C)CC3=O)Oc3ncn(CCCn4ccnc4)c(=N)c32)cc1 (configuration not stated)
 : 112.9, -2.1, 4.1, -9.2, -3.1, 0.39, 2.4, -21.8, 1
Cc1cccc(NC(=O)C(C)Oc2ccccc2C)n1 (configuration not stated)
 : 86.3, -10.0, 0.2, -7.2, 0.8, -0.435, -12.4, -8.7, 1
O=C(O)C1[C@H]2C(=O)N(C3CCCC3)C[C@]23C=C[C@H]1O3 (some centres not stated)
 : 99.6, -0.4, 0.5, -12.2, 0.1, -0.181, -7.2, -11.6, 0.9
COc1ccc(C2C3=C(CCCC3=O)Nc3nc(SCc4ccccc4)nn32)cc1OC (configuration not stated)
 : 127.7, 3.4, 10.9, 4.9, -2.0, 3.49, -14.8, 8.6, 0.9
Cc1ccc(-c2nnn(CC(=O)Nc3ccc4nn(-c5ccccc5)nc4c3)n2)o1
 : 110.0, 1.6, -0.1, -1.7, -11.5, 0.343, -8.2, 22.1, 0.8
CC(=O)Nc1ccc(Oc2nc(C)cc(C)n2)cc1
 : 106.3, -13.9, 6.5, -0.7, -4.3, 0.298, 14.3, -12.9, 1
O=c1c2cc3c(=O)n(CC4CCCO4)c(=O)c3cc2c(=O)n1CC1CCCO1 (configuration not stated)
 : 123.6, -23.7, 0.1, 33.8, -1.3, 3.53, -9.0, -5.8, 0.9
N=C1C(c2nc3ccccc3[nH]2)=C(O)CN1c1ccccc1
 : 81.9, 4.4, 5.4, 0.6, -0.8, -1.81, 49.8*, 43.5, 1.1
N#CC1(c2ccccc2)CCCN1C(=O)c1ccco1 (configuration not stated)
 : 67.1, 0.4, -10.8, -4.4, -2.4, -0.994, -0.1, -7.2, 0.9
Cc1nnc2ccc(N3CCC4(CC3)OCCO4)nn12
 : 124.4, -6.7, -12.3, -4.4, -5.4, 0.141, 12.4, 1.1, 0.8
O=C(CSc1nc2ccccc2c(=O)[nH]1)Nc1ccc(S(=O)(=O)N2CCCC2)cc1
 : 114.1, 0.0, 1.9, 53.2*, -2.5, 1.19, -10.7, -12.1, 0.9
O=C(Cc1c(O)c2ccccc2[nH]c1=O)NCc1ccccc1F
 : 115.2, -3.1, -16.2, -26.8, 0.2, -0.904, -0.4, -1.3, 0.8
Cn1c(N)c(C(=O)COC(=O)c2ccc3c(c2)OCCO3)c(=O)n(C)c1=O
 : 72.6, -9.2, 4.2, 8.5, -1.6, ., 21.7, 4.6, 0.9
COc1ccc(C(=O)N=c2nc3ccccn3s2)cc1
 : 66.7, 1.0, -4.2, 0.8, -1.2, -4.83*, -14.4, -6.3, 0.9
COc1ccc(S(=O)(=O)Nc2ccc(S(=O)(=O)N3CCOCC3)cc2)cc1C
 : 89.4, -1.2, 9.1, -9.4, -4.9, -0.991, 3.5, -0.5, 0.8

# Complete entries as entered above. Order of screens: HER2 expr 66K	Cdc25B inh	FXIIa mix inh	DUSP1 inh	Hsp90 inh	D1 allo mod	SF1 activator	RORA act	TNAP act mid DEA
# CC(=O)Nc1ccc(Oc2nc(C)cc(C)n2)cc1 as listed: 106.3	-13.9	6.5	-0.7	-4.3	0.298	14.3	-12.9	1
# Cc1cccc(NC(=O)C(C)Oc2ccccc2C)n1 (configuration not stated) as listed: 86.3	-10.0	0.2	-7.2	0.8	-0.435	-12.4	-8.7	1
# COc1cc(CCC(=O)Nc2cc(Cl)ccc2N2CCN(C)CC2)cc(OC)c1OC as listed: 92.8	-1.3	-1.0	29.6	-3.5	0.00959	-5.4	21.7	0.9
# O=C(O)C1[C@H]2C(=O)N(C3CCCC3)C[C@]23C=C[C@H]1O3 (some centres not stated) as listed: 99.6	-0.4	0.5	-12.2	0.1	-0.181	-7.2	-11.6	0.9

# Later entries.
# Below each compound – HER2 expr 66K, Cdc25B inh, FXIIa mix inh, DUSP1 inh, Hsp90 inh, D1 allo mod, SF1 activator, RORA act, TNAP act mid DEA
O=C(Nc1ccc2snnc2c1)N1CCSCC1
 : 84.7, ., -1.5, -6.3, -2.6, -1.19, ., ., 0.9
COc1ccccc1N=c1oc2cc(O)ccc2cc1C(N)=O
 : 48.0, -9.2, -34.3, -3.5, -1.2, 0.218, 34.3, 19.4, 1
COc1ccc(-n2nc3cc(C)c(N)c(Br)c3n2)cc1
 : 73.4, 14.8, -0.9, 0.0, -7.5, ., 64.2*, 49.7*, 0.8
O=C1CC2(CON=C2c2ccc(F)cc2)C(=O)N1c1ccc(F)cc1 (configuration not stated)
 : 95.2, -1.0, 2.0, -7.8, -10.1, -0.461, -23.8, -16.0, 0.9
COc1ccc(-c2noc(CSc3nc4ccccc4c(=O)n3-c3ccccc3)n2)cc1
 : 73.4, -17.4, -18.9, -11.7, -2.0, -0.639, -12.0, 1.3, 0.9
COc1cccc(-c2nc(CS(=O)(=O)CC(=O)N3CCc4ccccc4C3)c(C)o2)c1
 : 84.9, -7.7, -0.5, 4.4, 1.9, 1.14, 10.8, -9.7, 0.8
COc1cc(CN2CCC(C(=O)NC3CCCC3)CC2)cc(OC)c1O
 : 63.4, -14.3, 4.0, -3.0, -0.8, 1.25, 6.1, -3.3, 0.9
COc1cccc(NC(=O)C2CC(=O)n3cnnc3S2)c1 (configuration not stated)
 : 78.8, 5.9, ., -10.5, 2.0, ., -14.9, -33.2, 0.9
CCOC(=O)C1CCCN(c2nc(C)nc3c2oc2ccccc23)C1 (configuration not stated)
 : 105.3, -4.9, 5.4, 5.7, ., ., -17.3, 7.6, 0.9
COc1ccc(C2=Nn3c(nnc3-c3ccccn3)SC2)cc1OC
 : 108.9, -0.4, ., -25.0, 0.0, ., 14.7, 5.7, 0.9
Cc1ccccc1-n1c(C)nc2ccccc21
 : 87.2, -4.3, 0.2, 5.5, -1.7, 0.327, -23.3, 1.6, 0.9
Cn1c2c(c(=O)n(C)c1=O)C(NC(=O)c1ccco1)(C(F)(F)F)C(=O)N2 (configuration not stated)
 : 86.3, -1.9, 9.9, -32.4, 1.4, -1.57, -21.0, -8.2, 1
NC(=O)CC1(CC(=O)O)CCCCC1
 : 97.5, -11.6, 1.8, 17.5, 0.2, -0.191, 14.9, 4.2, 0.9
COc1ccc(OC)c(NC(=O)Cn2cccc2)c1
 : 87.1, -17.1, 7.2, 5.1, -2.6, -0.408, -3.9, -5.5, 1
COC(=O)Nc1nc2c(s1)CCCC2
 : 183.3, -4.8, 7.2, 0.3, ., 0.293, 3.4, 21.6, 1
CCCCn1c(SCC(=O)NCc2cccs2)nc2c1c(=O)n(C)c(=O)n2C
 : 95.0, -7.1, 0.7, -11.6, 4.1, -0.016, 6.0, -17.1, 0.9
O=C(O)c1cc(S(=O)(=O)N2CCCCCC2)ccc1Cl
 : 92.4, 3.4, 7.2, 1.6, -3.9, 0.194, -10.3, -4.9, 0.9
CCOC(=O)c1ccc(Oc2nc(SC)nc(N(C)C)n2)cc1
 : 101.3, -9.8, -9.0, -5.7, -0.7, 0.311, 27.3, -11.0, 0.9
COc1cc(C(=S)N2CCCCC2)ccc1OCC(=O)N1CCCC1
 : 262.1, -3.2, 9.1, -3.4, -0.9, -0.0686, -3.5, 2.5, 0.9
COC(=O)c1ccc(Oc2c(C)oc3c(CN4CCN(C)CC4)c(O)ccc3c2=O)cc1
 : 117.5, 3.5, 3.8, 8.8, -1.9, ., -3.8, 5.1, 0.9
C=CCN1C(=O)C(C)(C)Nc2ccccc21
 : 101.0, 1.8, 0.7, 20.7, -0.2, 0.757, -8.4, -8.8, 0.9
COc1cccc2cc(NC(=O)C3CCCCC3)c(=O)oc12
 : 85.7, -6.0, 3.1, 21.9, 3.3, ., 65.9*, 56.1*, 0.9
CC1CCN(CCNC(=O)c2ccc3c(=O)n(CCc4ccccc4)c(=O)[nH]c3c2)CC1
 : 96.0, 0.1, -0.1, -6.3, ., -1.13, 4.6, -0.5, 0.9
c1ccc2c(c1)ncn2Cc1nnc2sc(-c3ccncc3)nn12
 : 93.2, 5.1, 2.9, -22.7, -3.2, -0.233, -7.7, -6.3, 1
Cn1c(CCNC(=O)c2ccco2)nc2cc(NC(=O)c3ccco3)ccc21
 : 93.1, 5.4, -10.9, -12.3, -3.2, 0.0548, 28.4, 34.1, 1
CCOc1ccccc1NC(=O)CN(c1ccc(C)cc1)S(=O)(=O)c1c(C)noc1C
 : 78.2, -20.7, 7.3, -4.6, 0.8, 1.42, 0.7, -9.8, 0.9
Cc1ccc(N2CC(C(=O)N3CCN(C(=O)c4ccco4)CC3)CC2=O)cc1 (configuration not stated)
 : 97.3, -2.4, 7.3, 6.6, -4.4, 0.595, -9.3, -19.9, 0.8
CC1CCCCC1NC(=O)CN1CCN(Cc2ccccc2Cl)C1=O (configuration not stated)
 : 79.4, -6.2, 9.5, -0.2, -4.0, -1.01, -3.1, 0.5, 0.9
O=C(Nc1cccc(Cl)c1)c1cnn2cccnc12
 : 79.5, -7.6, 2.8, 20.4, -1.0, 1.57, 104.8*, 48.3, 0.9
COc1ccc(C)cc1Nc1cc(C)nc2ncnn12
 : 102.7, -21.9, 1.7, 1.9, -2.2, -0.264, 1.0, -2.9, 1
CC1CCCC(C)N1CCNC(=O)CCn1nc(-c2ccccc2)ccc1=O (configuration not stated)
 : 109.9, -4.9, 6.0, -5.5, 1.1, 0.1, -5.9, -5.0, 1
Cc1ccc(Cn2c(CN3CC(C)OC(C)C3)nc3c2c(=O)[nH]c(=O)n3C)cc1 (configuration not stated)
 : 106.2, -6.1, 3.2, 27.8, -4.4, 0.00351, -0.2, -12.4, 1
Nc1ccc(O)c(-c2nc3ccccc3s2)c1
 : 72.3, 8.0, 3.5, 10.2, 1.6, -0.342, 39.8, 22.3, 0.9
COC(=O)c1cccc(N(C(=O)c2cnccn2)C(C(=O)NCc2ccccc2)c2ccco2)c1 (configuration not stated)
 : 92.5, 4.1, -2.2, 0.5, -5.7, 0.0376, 3.4, -5.8, 0.9
C=CCCC(=O)Nc1ccc(COC(=O)N2CCOCC2)cc1
 : ., 2.2, -2.8, 6.2, -10.1, -0.232, 6.7, -14.5, 0.9
CCOC(=O)N1CCN(c2nc(-c3ccc(OC)cc3)no2)CC1
 : 86.3, -10.1, 8.8, 9.0, 0.8, ., 7.3, 12.9, 1
O=C1c2ccccc2C(O)N1c1cccnc1 (configuration not stated)
 : 99.5, -4.5, -1.9, -1.6, -4.5, -0.144, 3.8, -23.8, 0.9
CCn1c2ccccc2c2nnc(SCc3cc(=O)n4ccsc4n3)nc21
 : 99.6, -10.5, 1.3, 20.1, ., 12.5*, 19.9, 19.2, 0.8
CCN(CC)c1ccc(N2C(=O)c3ccccc3C2=O)cc1
 : 98.3, -11.0, 0.9, 11.7, 0.2, 0.0158, 46.7, 43.2, 1
Cn1c(NC(=O)c2ccc(Cl)cc2Cl)cc(=O)n(C)c1=O
 : 104.0, 4.0, -17.0, 4.4, -6.1, 4.52*, 9.9, -12.1, 1

# Bioassay records from PubChem.
